hcDAF12 agonist = activates DAF-12 receptor from parasite H. contortus. HEK293 hcDAF-12 lit1-tk-luc reporter, luminescence; 0% DMSO, 100% Δ7-dafachronic acid. activation, % at 6.8 µM. 370,000 compounds, 1.4% hits;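 active = activation above the mean of all tested compounds plus 3 SD, cut at about 5.5% in these data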;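 also: 100% = response to 3 µM Δ7-dafachronic acid high control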
NR1D1 modulator = modulators of human Rev-erb alpha DNA binding; P20393; Rev-erbα–FITC-DNA binding, fluorescence polarization, 90 min; activity, % at 10 µM; 370,000 compounds, 0.79% hits; AID 1259318;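 active = activity above about 14%, limit read from the data; passing the limit was not always enough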;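 also: 0% = DMSO wells with 35 nM protein and 100% = DMSO wells with 750 nM protein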
Target sequence (P20393 whole entry, looked up): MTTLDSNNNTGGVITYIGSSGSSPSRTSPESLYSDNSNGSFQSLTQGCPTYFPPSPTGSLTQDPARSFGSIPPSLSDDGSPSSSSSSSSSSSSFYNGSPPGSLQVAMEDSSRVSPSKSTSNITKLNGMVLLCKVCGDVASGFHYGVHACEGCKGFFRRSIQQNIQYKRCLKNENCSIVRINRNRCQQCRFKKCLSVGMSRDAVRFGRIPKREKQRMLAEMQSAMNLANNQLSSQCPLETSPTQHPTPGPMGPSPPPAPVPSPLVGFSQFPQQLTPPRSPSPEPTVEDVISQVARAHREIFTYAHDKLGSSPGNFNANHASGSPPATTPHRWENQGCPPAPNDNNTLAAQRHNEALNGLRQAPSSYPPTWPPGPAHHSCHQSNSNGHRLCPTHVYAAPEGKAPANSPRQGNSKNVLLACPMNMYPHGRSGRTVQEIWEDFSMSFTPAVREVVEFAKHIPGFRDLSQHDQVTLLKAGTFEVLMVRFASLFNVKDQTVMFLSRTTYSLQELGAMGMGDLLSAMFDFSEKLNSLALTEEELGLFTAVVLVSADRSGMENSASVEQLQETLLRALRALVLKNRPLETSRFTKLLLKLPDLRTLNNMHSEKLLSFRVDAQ
ssDAF12 agonist = activates DAF-12 receptor from parasite S. stercoralis; HEK293 ssDAF-12/GRIP1 lit1-tk-luc reporter, luminescence; % of 3 µM dafachronic acid response; 370,000 compounds, 1% hits; activation, % at 6.8 µM; AID 652126;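 active = activation above the mean over all tested compounds plus 3 SD, cut at about 0.9% in these data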;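 also: 0% = DMSO-only wells and 100% = 3 µM delta7-dafachronic acid wells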
GAA850 FXN act = frataxin GAA850 promoter activation; 360,000 compounds, 0.56% hits; activation, % at 6 µM; HEK293 lucGAA850 FXN promoter luciferase reporter, 24 h; percent of 10 µM SAHA response;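 active = activation above the average of all compounds screened plus 3 SD, cutoff fixed separately per campaign, cut at about 7.5% in these data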;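 also: 0% = DMSO wells and 100% = 10 µM SAHA wells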
hgDAF12 agonist = agonists of H. glycines DAF-12 nuclear receptor | activation, % at 6.8 µM | 370,000 compounds, 1.8% hits | HEK293 GAL4-hgDAF12 UAS-luciferase reporter, agonist luminescence; normalized to butyrate control;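 active = activation above a cutoff set at the mean of all screened compounds plus 3 SD, cut at about 10% in these data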;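 also: 0% = DMSO wells and 100% = sodium butyrate wells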
PG9 Ab binder = small molecules binding HIV-1 gp120 antibody PG9; TR-FRET gp120-PG9 antibody binding; inhibition, % at 6.7 µM; 360,000 compounds, 0.43% hits; AID 624416; in the data active = inhibition above about 8.5%
PLCb3 inh = PLC-beta3 (human) inhibition, primary screen; Q01970; Purified PLC-beta3, fluorogenic substrate, fluorescence; inhibition, % at 12.2 µM; 370,000 compounds, 0.18% hits; in the data active = inhibition above about 11%;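 also: 0% = median of compound wells on plate and 100% = full blocker control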
SMARCA2 act = SMARCA2 function activation, primary screen; MG213 cells, MMTV-luciferase reporter, dexamethasone, overnight; 370,000 compounds, 1% hits; activation, % at 9.1 µM; in the data active = activation above about 7.8%;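 also: 0% = vehicle wells and 100% = reference activator wells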
sPLA2-III inh = Inhibits HGIII-sPLA2 liposome hydrolysis, primary screen; AID 743126; Q9NZ20; QFRET BODIPY PC-A2 liposome hydrolysis, fluorescence; inhibition, % at 12.2 µM; 370,000 compounds, 0.56% hits;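 active = inhibition above mean plus 3 SD of compounds lying within the high and low control bounds, cut at about 19% in these data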;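 also: 0% = median of test compound wells and 100% = no enzyme DMSO wells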
DAX1 inh-1 = DAX1 (NR0B1) inhibition, primary screen; HEK293T StAR-luciferase reporter, SF-1/DAX-1 repression relief; inhibition, % at 6.8 µM; 370,000 compounds, 1.1% hits; AID 652010;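 active = inhibition above the mean over all tested compounds plus 3 SD, cut at about 3.6% in these data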;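 also: 0% = DAX-1 cells with DMSO and 100% = cells lacking DAX-1 with DMSO; higher inhibition means more luminescence from relief of DAX-1 repression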
DAX1 inh-2 = inhibitors of human orphan nuclear receptor DAX1 (NR0B1); P51843; HEK293 Gal4-DAX1 luciferase reporter, luminescence; inhibition, % at 6.75 µM; 340,000 compounds, 0.99% hits; AID 504766;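 active = inhibition above the mean over all tested compounds plus 3 SD, cut at about 4.2% in these data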;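 also: 0% = DAX1-transfected cells with DMSO and 100% = empty-vector control cells with DMSO; inhibition shows as a rise in luminescence from relieved DAX1 repression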
Target sequence (P51843 207-470 limits assumed): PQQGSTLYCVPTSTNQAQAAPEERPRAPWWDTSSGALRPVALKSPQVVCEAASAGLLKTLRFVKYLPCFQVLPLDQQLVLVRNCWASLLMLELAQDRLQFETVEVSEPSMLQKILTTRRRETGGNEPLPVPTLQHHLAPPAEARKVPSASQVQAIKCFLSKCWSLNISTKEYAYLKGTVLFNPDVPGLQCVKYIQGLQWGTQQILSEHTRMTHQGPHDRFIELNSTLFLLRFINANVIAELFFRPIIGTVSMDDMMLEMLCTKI
Active calls of the source: *; i = inactive; . = no result given.

SMILES	hcDAF12 agonist	NR1D1 modulator	ssDAF12 agonist	GAA850 FXN act	hgDAF12 agonist	PG9 Ab binder	PLCb3 inh	SMARCA2 act	sPLA2-III inh	DAX1 inh-1	DAX1 inh-2
Cc1ccc(NC(=O)CNCc2ccccc2)c(Br)c1	-0.8	4.3	-0.6	4.0	1.2	-1.2	2.3	3.5	-13.2	0.7	3.3
Cc1cc(C(=O)NCc2cc(C(=O)O)oc2C)c(C)o1	-1.9	-0.1	-0.9	4.3	1.2	-2.2	-4.1	0.3	-0.8	0.7	-1.6
CC(C)Oc1ccc(F)cc1-c1cc(C(=O)Nc2ccc(C(C)(C)C)cc2)[nH]n1	-1.0	2.5	-1.2	2.4	0.0	-0.3	-0.4	-0.6	6.8	-0.8	.
O=S(=O)(Nc1cccc2ccccc12)N1CCCC1	0.9	9.8	-1.7	2.0	0.5	-0.2	-16.6	2.5	-2.8	-0.3	-1.1
CC(=O)Nc1ccc(C(=O)N2CCCCC2c2cc(C(=O)Nc3cccc(C#N)c3)no2)cc1 (stereo not drawn)	0.2	1.6	-1.0	-0.8	5.3	0.6	3.5	-0.6	7.4	-1.2	.
COC(=O)C1=C(C)N(c2ccc(F)cc2)C(=O)C1	-1.0	-5.7	-0.4	-0.9	0.2	-0.5	-5.9	-2.3	-24.5	0.2	-0.4
CCN(CC)C(=O)COc1coc(CN2CCN(c3cccc(Cl)c3)CC2)cc1=O	-1.4	-0.8	-1.6	1.3	1.6	-1.4	-6.8	-0.7	1.2	-0.1	-0.6
COc1ccc(N2CCN(Cc3csc(C)c3-c3ccc(C)cc3)CC2)cc1	-0.6	-0.6	-0.8	-0.3	-0.7	0.0	-0.6	-2.8	6.1	-0.1	0.6
COc1ccc(CCNC(=O)CN2c3cccc4cccc(c34)S2(=O)=O)cc1OC	-2.6	4.3	-1.1	1.2	0.3	1.1	-84.0	-1.8	2.0	0.2	-0.4
O=C(c1cc(C2CC2)nn1-c1ccccc1)N1CCN(S(=O)(=O)c2ccccc2F)CC1	1.0	3.2	-1.8	1.1	0.5	1.0	-4.7	-2.0	8.2	-0.2	1.0
CCOc1ccccc1CNC(=O)Cn1ccc2cc(S(=O)(=O)N3CCCC3)ccc21	-0.8	-3.9	-1.4	-2.1	-1.2	-1.6	-4.4	-1.8	-12.4	-2.2	0.9
O=C(COC(=O)C1CC2C=CC1C2)Nc1c(Br)cc([N+](=O)[O-])cc1Br (stereo not drawn)	-0.4	1.7	-0.8	0.9	0.8	1.0	2.7	1.6	0.4	-0.6	-0.5
CC[C@@H](C)[C@H](NC(=O)Cc1c(C)c2c(cc(C)c3c(C)c(C)oc32)oc1=O)C(=O)O	-1.9	0.2	-1.7	0.9	-0.7	0.7	i	-3.6	-2.6	-0.1	0.7
CC(=O)N(C)C[C@@H]1Oc2cc(Br)ccc2S(=O)(=O)N([C@H](C)CO)C[C@@H]1C	0.0	-0.2	-0.4	.	-0.3	0.1	0.6	-3.2	1.1	-0.6	.
CSc1cccc(NC(=S)NN(C)C)c1	0.1	-5.3	-0.8	1.7	0.4	-2.5	-4.1	5.6	4.3	-0.3	3.2
O=C(NC1CCCC1)C(c1ccncc1)N(C(=O)Cn1nnc(-c2ccccc2F)n1)c1cccc(F)c1 (stereo not drawn)	-2.5	-7.2	-1.1	1.0	1.3	-1.9	-4.0	0.3	5.3	0.2	1.1
CCC(C)Nc1nc(-c2ccc3c(c2)NC(=O)CO3)cs1 (stereo not drawn)	-1.1	5.6	-0.5	0.1	-0.4	-2.7	-13.8	0.1	3.7	0.8	0.6
Fc1c(F)c(F)c(N=Cc2ccc3ncccc3c2)c(F)c1F	-0.1	-5.0	-1.2	0.4	-1.9	1.4	-2.6	-4.1	6.4	0.3	-0.2
CC12CCC(=O)N1C(C(=O)N1CCN(S(=O)(=O)c3cccc(C(F)(F)F)c3)CC1)CS2 (stereo not drawn)	-0.8	5.2	-1.0	1.0	-0.8	-0.2	1.1	-1.9	-2.2	-0.7	0.6
N#CC1=C(S)N(c2ccc(F)cc2)C(c2cccs2)NC1=O (stereo not drawn)	-0.1	1.0	-0.7	-0.9	1.5	1.4	6.8	-4.0	11.6	-0.2	2.2

Reprinted from the part before: three compounds, then new ones.
SMILES	hcDAF12 agonist	NR1D1 modulator	ssDAF12 agonist	GAA850 FXN act	hgDAF12 agonist	PG9 Ab binder	PLCb3 inh	SMARCA2 act	sPLA2-III inh	DAX1 inh-1	DAX1 inh-2
Fc1c(F)c(F)c(N=Cc2ccc3ncccc3c2)c(F)c1F	-0.1	-5.0	-1.2	0.4	-1.9	1.4	-2.6	-4.1	6.4	0.3	-0.2
CC12CCC(=O)N1C(C(=O)N1CCN(S(=O)(=O)c3cccc(C(F)(F)F)c3)CC1)CS2 (stereo not drawn)	-0.8	5.2	-1.0	1.0	-0.8	-0.2	1.1	-1.9	-2.2	-0.7	0.6
N#CC1=C(S)N(c2ccc(F)cc2)C(c2cccs2)NC1=O (stereo not drawn)	-0.1	1.0	-0.7	-0.9	1.5	1.4	6.8	-4.0	11.6	-0.2	2.2
CC(C)N(Cc1ccccc1)CC(O)COc1ccc(S(=O)(=O)N2CCOCC2)cc1Cl (stereo not drawn)	-1.6	-2.8	-1.1	-2.4	-1.5	2.1	1.3	-3.9	-22.6	0.2	-1.0
CC(C)NC(=O)COc1ccccc1C#N	-1.7	-6.7	-0.7	1.6	-1.7	-1.0	-1.5	-1.9	6.9	-0.3	0.8
Cc1noc(N)c1C(=O)Nc1ccc(F)c(Cl)c1	-2.4	-6.7	-0.8	2.8	1.6	0.9	-8.8	-4.5	-4.5	-0.7	1.2
CCOc1ccc(/C=C(\C#N)C(=O)NC2CC2)c(OCC)c1	-2.0	1.7	-2.0	1.4	-0.9	1.0	-6.0	-5.6	7.4	-0.4	-0.5
O=S(=O)(Nc1ccc(Br)cn1)c1ccc2ccccc2c1	-1.2	3.9	-1.4	1.7	1.7	0.5	-8.5	-1.3	-21.4	0.5	-1.2
Cc1cc(C(=O)NNC(=O)Cc2ccc(Cl)c(Cl)c2)c(C)o1	-0.8	-2.3	-1.0	-0.8	-0.2	-0.6	-2.6	-0.3	-5.4	-0.6	1.7
O=C(Cc1ccccc1)NCC(=O)OCC(=O)c1ccccc1Cl	1.9	-0.8	-0.6	-1.1	-0.3	-1.4	-7.9	-2.7	11.7	-0.5	1.9
CC(=O)N/C(=C\c1ccccc1)C(=O)OCC(=O)c1c(N)n(CC(C)C)c(=O)n(C)c1=O	-1.1	-7.0	-1.0	-0.3	-0.8	-1.2	1.5	2.4	-6.4	0.7	4.4*
COC(=O)C1=CN(c2ccc3c(c2)OCO3)C(N)=C(C#N)C1c1cccc(F)c1 (stereo not drawn)	1.3	-0.1	-0.6	.	3.2	1.1	-31.1	-5.4	5.4	-2.8	.
CCOC(=O)c1nn(-c2cccc(C)c2)c2nnc(Cc3ccc(C)cc3)c(=O)n12	0.1	-0.9	-0.9	1.6	-1.3	0.9	-0.1	-1.0	13.4	0.2	-0.9
CCc1cc(-c2n[nH]c(C)c2-c2nc(C)cs2)c(O)cc1OC	-1.3	-0.1	-1.2	0.6	-5.4	-2.9	-4.9	1.0	-30.0	-0.1	-0.7
COC(=O)c1ccc(NC(=O)CSc2nc(N)c(NC(=O)c3ccc(Br)o3)c(=O)[nH]2)cc1	-0.1	-0.4	-1.1	1.3	-0.7	-1.2	-3.8	-2.4	6.0	2.0	0.4
COC(=O)c1cc(OC)c(OCc2cc(C(=O)OC)oc2C)c(OC)c1	-0.8	3.3	-1.2	-0.4	-0.1	-1.1	-0.8	1.7	6.3	-0.2	0.2
CCOc1cc(C2NC(=O)NC(C)=C2C(=O)NCc2ccccc2)c(Cl)cc1O (stereo not drawn)	-2.0	3.2	-1.1	1.0	-1.0	1.0	3.1	1.8	1.5	-0.1	0.8
Cc1noc(C)c1COc1ccccc1C(=O)NC(C)CCc1ccccc1 (stereo not drawn)	-1.3	-4.9	-0.8	0.7	-1.0	-0.2	-6.0	-1.0	-1.4	-1.8	-0.8
C(=N\n1cnnc1)/c1cccnc1	1.3	1.8	-1.0	-1.8	2.2	-0.2	4.2	-1.3	7.5	0.5	-0.2
COc1ccc(NC(=O)COC(=O)Cc2ccc(Br)cc2)cc1	0.0	3.8	-1.0	-0.1	1.8	-1.7	-1.0	-0.4	-10.6	-0.1	0.8
CCN(CC)C(=O)C(=O)c1cccn1-c1ccc(C#N)cc1	-0.9	3.9	-0.9	3.0	-0.8	-0.7	2.6	0.1	0.4	-0.4	-0.7
COc1ccc(CCN=c2c([N+](=O)[O-])nn(-c3cccc(C)c3)n2O)cc1OC	-1.6	-1.3	-1.7	-2.7	2.3	-1.8	-2.8	-5.2	5.2	-1.8	-1.0
Oc1ccccc1C=NCCN1CCN(CCN=Cc2ccccc2O)C1c1ccccc1O (stereo not drawn)	1.0	-2.5	0.0	0.8	3.5	-2.0	-5.6	-6.0	-1.2	-0.5	1.7
CCCNC(=O)C1(C)CCCN(C(=O)c2ccccc2OC(F)(F)F)C1 (stereo not drawn)	-1.0	2.4	-0.3	-0.2	-0.1	0.7	3.2	-3.4	18.1	-0.1	.
Cc1ccc2ccccc2c1C(O)c1ncc(-c2ccc(Cl)cc2)[nH]1 (stereo not drawn)	4.1	-1.9	-1.4	-3.1	2.2	1.3	-6.9	-2.3	-13.4	0.2	.
CN(CC(=O)Nc1cccc(F)c1)C(=O)c1cn2ccccc2n1	-1.5	0.3	-0.4	1.3	-0.5	-2.9	-4.0	2.3	0.3	0.1	0.8
Cc1ccc(C(=O)CN2C(=O)C(C)Oc3ccccc32)cc1 (stereo not drawn)	0.2	-2.1	-0.5	1.9	6.7	0.2	5.0	3.3	-1.5	1.8	2.7
COC(=O)C(Cc1c[nH]c2ccccc12)NC(=O)c1cc(-c2ccc(OC)c(OC)c2)oc1C (stereo not drawn)	-3.0	-0.3	-1.2	2.9	-1.3	1.7	-9.2	-1.6	-69.8	0.0	-1.2
CN(C)N=Nc1ccc(S(=O)(=O)NC(Cc2ccccc2)C(=O)O)cc1 (stereo not drawn)	2.1	-2.6	-0.9	1.7	0.6	-0.3	-3.7	-2.4	0.7	0.2	1.0
O=C(OC1CCN(c2ncc(C(F)(F)F)cc2Cl)CC1)c1ccc(Cl)cc1	2.0	1.9	-1.2	-1.0	-1.9	-0.1	-1.4	0.6	5.5	-0.5	-0.4
Cc1sc(N)nc1C12CC3CC(CC(C3)C1)C2	-2.4	-4.2	-1.6	1.0	0.5	-2.3	-8.7	-0.2	11.2	-0.1	1.2
CCOC(=O)C1=C(C)NC2=C(C(=O)c3ccccc32)C1c1ccc(O)cc1 (stereo not drawn)	-1.9	2.8	-0.7	2.4	-1.6	-5.3	-5.8	-1.4	-6.9	-1.5	-1.7
CSCC[C@H](NC(=O)Nc1ccc(OC(F)(F)F)cc1)C(=O)O	0.0	0.8	0.1	2.2	-3.2	0.2	-3.4	-3.2	-0.6	0.0	1.7

Structures listed so far shown as hits in DAX1 inh-2:
SMILES	hcDAF12 agonist	NR1D1 modulator	ssDAF12 agonist	PG9 Ab binder	PLCb3 inh	SMARCA2 act	sPLA2-III inh	DAX1 inh-1	DAX1 inh-2
CC(=O)N/C(=C\c1ccccc1)C(=O)OCC(=O)c1c(N)n(CC(C)C)c(=O)n(C)c1=O	-1.1	-7.0	-1.0	-1.2	1.5	2.4	-6.4	0.7	4.4*
